Rad51 HR inh: human RAD51 strand exchange inhibitors, primary screen, biochemical, fluorescence. DNA repair protein RAD51 homolog 1 (Homo sapiens), Q06609. hRad51 DNA strand exchange, fluorescence dequenching. inhibition, % at 10 µM. actives 0.085% (n = 200,000);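 active = inhibition above 40% at the single screening dose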;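 note: 0% = DMSO control wells and 100% = blanks with heterologous ssDNA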
Target sequence (Q06609 whole entry, looked up): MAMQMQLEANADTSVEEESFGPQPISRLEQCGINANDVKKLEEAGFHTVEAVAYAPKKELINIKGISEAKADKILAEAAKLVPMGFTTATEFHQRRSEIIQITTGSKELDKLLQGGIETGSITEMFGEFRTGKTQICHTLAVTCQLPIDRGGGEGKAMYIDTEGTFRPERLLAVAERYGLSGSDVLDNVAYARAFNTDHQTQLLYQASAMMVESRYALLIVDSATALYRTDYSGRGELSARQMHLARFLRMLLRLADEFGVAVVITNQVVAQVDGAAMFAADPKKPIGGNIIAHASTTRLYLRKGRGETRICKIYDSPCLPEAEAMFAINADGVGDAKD
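System: human Rad51 nucleoprotein filaments preassembled on unlabelled ssDNA. Reagent: labelled 47-mer dsDNA for strand exchange. Schedule: 30-min compound preincubation and 15-min exchange, both room temperature. Measured by: FRET fluorescence dequenching, excitation 485 nm, emission 520 nm. Read-out: Fluorescence-based percent inhibition, control- and blank-normalised. Benchmarks: plate controls and plate blanks.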
NCF1 inh: p47phox/p22phox peptide binding inhibitors, primary screen, biochemical, uHTS, NADPH oxidase regulatory subunit; fluorescence polarization, 2 h; Neutrophil cytosol factor 1 (Homo sapiens), P14598; actives 0.53% (n = 220,000); inhibition, % at 24.7 µM;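 note: 0% = p47phox with labelled peptide and 100% = labelled peptide alone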
Target sequence (P14598 whole entry, looked up): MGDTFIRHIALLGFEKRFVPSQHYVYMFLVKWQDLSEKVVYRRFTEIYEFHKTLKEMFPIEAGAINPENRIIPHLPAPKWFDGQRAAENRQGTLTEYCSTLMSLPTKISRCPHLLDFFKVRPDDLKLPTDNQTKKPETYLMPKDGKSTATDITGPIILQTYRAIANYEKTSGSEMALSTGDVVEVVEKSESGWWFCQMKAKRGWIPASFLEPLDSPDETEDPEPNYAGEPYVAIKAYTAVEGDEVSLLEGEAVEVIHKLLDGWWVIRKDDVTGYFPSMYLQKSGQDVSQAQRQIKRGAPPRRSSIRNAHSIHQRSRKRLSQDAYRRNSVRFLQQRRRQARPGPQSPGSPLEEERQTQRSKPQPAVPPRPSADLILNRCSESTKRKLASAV
KLK5 inh: human KLK5 protease inhibitors, primary screen, biochemical, 1536-well | actives 0.59% (n = 210,000) | recombinant hK5, fluorogenic AMC substrate cleavage | AID 873, 2007 | inhibition, % at 5 µM | Kallikrein-5 (Homo sapiens), Q9Y337;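 active = inhibition of 40% or more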;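 note: 0% = enzyme controls without compound and 100% = no-enzyme blanks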
thrombin 1536: human alpha-thrombin inhibitors, primary screen, counter-screen for coagulation protease inhibitor project, biochemical, 1536-well, fluorogenic AMC substrate. inhibition, % at 5 µM. actives 0.26% (n = 220,000). Boc-VPR-AMC fluorogenic substrate cleavage. Prothrombin (Homo sapiens), P00734;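 active = inhibition at or above 40%; inactive = inhibition below 40%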;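 note: 0% = enzyme with no compound and 100% = wells without enzyme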
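System – human alpha-thrombin protein · Reagent – Boc-VPR-AMC substrate, 15 µM final · Compound – 5 µM single dose in 0.2% DMSO · Schedule – reaction at room temperature · Technique – AMC fluorescence at 355 nm excitation and 460 nm emission · Read-out basis – % inhibition relative to enzyme controls and enzyme-free blanks · Control set – no-compound enzyme wells and no-enzyme blanks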
EBV gp42 block: Epstein-Barr virus gp42 inhibitors, primary screen, biochemical, uHTS, fluorescence polarization | inhibition, % (tested at 21.74 µM) | actives 0.42% (n = 220,000) | Fluorescence polarization binding assay, mP read-out; in the data active = inhibition above about 50%
Target sequence (Q1HVG2 whole entry, looked up): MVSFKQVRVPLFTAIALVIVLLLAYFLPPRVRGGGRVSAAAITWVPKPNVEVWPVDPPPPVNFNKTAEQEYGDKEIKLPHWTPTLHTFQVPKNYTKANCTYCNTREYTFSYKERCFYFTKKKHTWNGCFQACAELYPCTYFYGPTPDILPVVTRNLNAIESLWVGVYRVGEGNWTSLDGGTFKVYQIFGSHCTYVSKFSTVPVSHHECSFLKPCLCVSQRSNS
Furin inhibitor: human furin inhibitors, primary screen, biochemical, fluorescence intensity; P09958; purified furin, fluorogenic substrate cleavage; inhibition, % at 30 µM; actives 0.061% (n = 220,000); in the data active = inhibition above about 25%; note: inactives centre near -15
eIF4E-4G inh: eIF4E–eIF4G protein interaction inhibitors, primary screen, biochemical, uHTS, TR-FRET, eIF4GI fragment | TR-FRET eIF4E-eIF4GI(517-606) binding, 2 h | inhibition, % at 21.7 µM | actives 0.37% (n = 220,000);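 note: 0% = full FRET control wells and 100% = background wells lacking eIF4GI fragment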
14-3-3 Bad PPI: inhibitors of 14-3-3 zeta/Bad binding, primary screen, biochemical, TR-FRET, bovine 14-3-3 zeta; actives 0.71% (n = 220,000); inhibition, % at 21.7 µM; TR-FRET 14-3-3zeta/Dy647-pBad peptide displacement, 1 h; AID 781, 2007;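 active = inhibition above about 70%, limit read from the data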;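 note: 0% = full 14-3-3 plus peptide FRET controls and 100% = background without 14-3-3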
KCC2 mod: KCC2 cotransporter modulators, thallium flux, primary screen, cell-based, HEK293 KCC2, FluoZin-2 fluorescence, MLSMR; Solute carrier family 12 member 5 (Homo sapiens), Q9H2X9; KCC2 cells, thallium flux FluoZin-2 fluorescence; B-score of Tl+ flux slope (higher = more flux/activation; lower = inhibition) at 10 µM; actives 2.2% (n = 190,000);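 active = thallium flux slope and its plate-corrected score both differing from the plate sample mean at a set confidence after two filtering rounds, in either direction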;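 note: slope of fluorescence scaled to starting intensity during 10 to 20 s after thallium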
Active calls of the source: *; i = inactive; x = not tested or not shown; [ ] = remark or other dose.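 Rule for the calls, unless noted: active = inhibition above about 30% (limit read from the data); inactive = the rest.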 Rows were taken by chance. About 4.7% of those tested had a hit in this group.

SMILES	Rad51 HR inh	NCF1 inh	KLK5 inh	thrombin 1536	EBV gp42 block	Furin inhibitor	eIF4E-4G inh	14-3-3 Bad PPI	KCC2 mod
OCCN(CCO)c1ccc(C(c2ccccc2Cl)c2ccc(N(CCO)CCO)cc2Cl)c(Cl)c1	-3	-27	-5	-2	11	-19	1[fluorescence artefact?]	-10[fluorescence artefact?]	0.35
CN1c2ccccc2Oc2nnc(N3CCN(Cc4ccccc4)CC3)cc21	-27	16	-1	-7	-2	-7	4	19	-4*
C=CCn1c(O)c(N=Nc2ccccc2C)c2ccccc21	9	0	3	1	68*	-9	0	-23	-0.27
Nc1cccc2c1C(=O)N(C(=O)/C=C/c1ccc(F)cc1)C2=O	-11	-26	-2	-12	13	-20	-3	2	0.071
COc1ccc(NC2c3ncccc3C(=O)N2Cc2ccccc2)c(OC)c1 (stereo not drawn)	-8	2	9	-3	-8	-14[20 µM]	-1	25	-0.25
O=C(NCc1cccc(Cl)c1)c1ccc(-c2csnn2)cc1	11	116*	-12	-3	-6	-13	3	-6	0.61
CC(C)(C)c1cc(C(F)(F)F)n2ncc(-c3ccccc3)c2n1	9	-6	-6	-3	2	-11	2	-4	0.041
CCOc1ccccc1C(=O)N(C)Cc1cc2ccccc2[nH]c1=O	-10	-3	-1	0	-8	-16	4	-7	-1.2
O=C(c1cc2ccccc2oc1=O)N(Cc1cccs1)CC1CCCO1 (stereo not drawn)	13	0	-3	1	-15	-4	3	-2	0.023
O=C(COC(=O)[C@H](Cc1c[nH]c2ccccc12)NC(=O)c1ccc(Cl)cc1)Nc1ccc2c(c1)OCO2	-1	-19	20	6	2	1[20 µM]	1	-10	x
Cc1nn(C)c(Oc2ccccc2)c1CCNC(=O)CC(C)C	-12	6	-3	0	-8	-20	2	-8	-0.0083
COC(=O)CN1C(=O)C(O)=C(C(C)=O)C1c1ccc([N+](=O)[O-])cc1 (stereo not drawn)	-12	5	-12	-3	-17	-11[20 µM]	-3	16	0.36
CC(C)NC(=O)NC(=O)COC(=O)c1cccc(S(=O)(=O)N2CCCCC2)c1	7	-13	-12	-5	3	-15	-2	6[fluorescence artefact?]	0.08
Oc1ccc(C=Nc2ccc3ncccc3c2)c(O)c1	1	-30	-28	3	-11	-24	0	3	-0.97
CC(=O)NCCOc1ccc2oc3ccccc3c2c1	-1	-7	5	-7	-12	-30[20 µM]	-8	0	-0.49
O=C(NNS(=O)(=O)c1ccc2ccccc2c1)c1cc(-c2ccccn2)nc2ccccc12	10	-27	-13	1	-2	-6	4	-9[fluorescence artefact?]	0.84
COc1ccc(OCCOc2ccc(C)nc2[N+](=O)[O-])cc1	12	0	-11	-3	-15	-4	0	0	x
O=C(O)c1cc(-c2cccs2)nn1-c1ccc(F)cc1	-23	1	-3	12	-16	-19	0	-11	-0.056
Cc1ccc(CN2C(=O)C(C)(C)Oc3ccc(C(=O)N4CCCCC4)cc32)cc1	-5	-11	-5	3	0	-12	-6	-8	0.09
Cc1ccc(NC(=S)Nc2ccc(S(=O)(=O)Nc3ncccn3)cc2)c(C)c1	14	-5	4	1	-12	-22	-7	-7	0.82
C/C(=N/OCc1ccc(Br)cc1)c1ccccn1	3	2	0	-3	-5	-20	-3	-7	-0.66
CC(=O)c1c(C)[nH]c(C(=O)CN2C(=O)NC(C)(c3ccc(C)cc3)C2=O)c1C (stereo not drawn)	20	4	-13	1	-12	-16	3	-17	0.93
c1ccc(-c2noc(C3CCC3)n2)nc1	x	8	0	-6	-9	-23	0	2	-0.036
Cc1cccc2nc(-c3ccco3)c(Nc3ccccc3)n12	5	-3	1	-22	-1	-23	1	-12	0.24
N#CC(C#N)=C/C(C#N)=C(/N)N1CCN(c2ccc(Cl)cc2)CC1	-1	-28	-15	-2	-11	-24[20 µM]	-10[fluorescence artefact?]	-10	-0.29
O=C(N/C(=C\c1ccccc1)C(=O)N1CCN(CCO)CC1)c1ccccc1	-27	-8	-7	-2	-22	-8	14	11	0.085
CCC(C)NC(=O)CN(c1cc(C)ccc1OC)S(C)(=O)=O (stereo not drawn)	6	-8	-6	1	-10	-33	x	x	-0.23
CCCOc1ccc(C2=NNC(c3cccs3)=Nc3ccc(OC)cc32)cc1	-2	8	-6	-6	-6	-14[20 µM]	5	9	0.77
COC(=O)C1C(c2ccccc2)C(C(=O)N2CCOCC2)C1c1ccccc1 (stereo not drawn)	6	-21	-4	-7	-20	-31	-6	7	x
Cc1ccc(C(=O)Nc2cccc(C(F)(F)F)c2)cc1Nc1ncnc2nc[nH]c12	-6	-7	1	-9	10	-25	-6	-16	-0.43

Pulled by structure from the entries so far:
SMILES	Rad51 HR inh	NCF1 inh	KLK5 inh	thrombin 1536	EBV gp42 block	Furin inhibitor	eIF4E-4G inh	14-3-3 Bad PPI	KCC2 mod
Cc1cccc2nc(-c3ccco3)c(Nc3ccccc3)n12	5	-3	1	-22	-1	-23	1	-12	0.24
CC(C)(C)c1cc(C(F)(F)F)n2ncc(-c3ccccc3)c2n1	9	-6	-6	-3	2	-11	2	-4	0.041
OCCN(CCO)c1ccc(C(c2ccccc2Cl)c2ccc(N(CCO)CCO)cc2Cl)c(Cl)c1	-3	-27	-5	-2	11	-19	1[fluorescence artefact?]	-10[fluorescence artefact?]	0.35
O=C(c1cc2ccccc2oc1=O)N(Cc1cccs1)CC1CCCO1 (stereo not drawn)	13	0	-3	1	-15	-4	3	-2	0.023

An excerpt from above in order of heavy-atom count, largest number first:
SMILES	Rad51 HR inh	NCF1 inh	KLK5 inh	thrombin 1536	EBV gp42 block	Furin inhibitor	eIF4E-4G inh	14-3-3 Bad PPI	KCC2 mod
CC(=O)c1c(C)[nH]c(C(=O)CN2C(=O)NC(C)(c3ccc(C)cc3)C2=O)c1C (stereo not drawn)	20	4	-13	1	-12	-16	3	-17	0.93
N#CC(C#N)=C/C(C#N)=C(/N)N1CCN(c2ccc(Cl)cc2)CC1	-1	-28	-15	-2	-11	-24[20 µM]	-10[fluorescence artefact?]	-10	-0.29
Cc1cccc2nc(-c3ccco3)c(Nc3ccccc3)n12	5	-3	1	-22	-1	-23	1	-12	0.24
O=C(O)c1cc(-c2cccs2)nn1-c1ccc(F)cc1	-23	1	-3	12	-16	-19	0	-11	-0.056
C/C(=N/OCc1ccc(Br)cc1)c1ccccn1	3	2	0	-3	-5	-20	-3	-7	-0.66
c1ccc(-c2noc(C3CCC3)n2)nc1	x	8	0	-6	-9	-23	0	2	-0.036

Other records
SMILES	Rad51 HR inh	NCF1 inh	KLK5 inh	thrombin 1536	EBV gp42 block	Furin inhibitor	eIF4E-4G inh	14-3-3 Bad PPI	KCC2 mod
Oc1c(/C=N/Nc2cccc3cccnc23)ccc2ccccc12	-11	-12	-9	-3	2	-25	-1[fluorescence artefact?]	-7	0.38
FC(F)(F)c1ccc(Sc2nnc(-c3cccs3)n2CC2CCCO2)nc1 (stereo not drawn)	-3	-4	6	1	-6	-19[20 µM]	1	2	2
COc1ccccc1NC(NC(=O)c1ccco1)C(=O)c1ccccc1 (stereo not drawn)	8	-7	-6	6	-11	-26	4[fluorescence artefact?]	7	0.25
Cc1nn(C)cc1CN1CCCC(C(=O)c2ccc(-c3ccccc3)c(F)c2)C1 (stereo not drawn)	x	-4	x	4	1	-31	-1	-6	x
N#C/C(=C\c1cn(CCOc2ccccc2)c2ccccc12)C(=O)NCc1cccs1	-7	-1	8	6	-17	-13	3	-2	0.57
CN(C)CCN(C(=O)/C=C/c1cccs1)c1nc2ccc(F)cc2s1	-5	5	-7	-12	6	1	0	-2	-0.19
COc1ccc(C2(CNC(=O)C(=O)Nc3ccc(C)cc3)CCOCC2)cc1	-63	-2	2	4	-12	-22	3	-1	-0.0039
Cc1ccc(CN(C(=O)c2cc(=O)c3cc(C)cc(C)c3o2)C2CCS(=O)(=O)C2)cc1 (stereo not drawn)	-23	-8	2	0	-8	-12	0	6	0.67
CCN(CC)S(=O)(=O)c1cc(C(=O)OC)ccc1Cl	-2	-6	-5	-4	0	-15	-3	-12	0.32
O=C1C2=C(NC(=S)NC2c2ccc(Cl)cc2)NC(c2ccc(Cl)cc2)N1c1ccc(Cl)cc1 (stereo not drawn)	0	-22	3	-4	18	-11[20 µM]	4	26	0.04
CCN(CC)c1ccc2cc(NC(=O)CCC(=O)O)c(=O)oc2c1	-32	-10	-82	-3	74*	-9	5	2	i
Cc1noc(C)c1S(=O)(=O)N1CCC(C(=O)N2CCC(C)CC2)CC1	-1	-3	-2	-5	-10	-18[20 µM]	-13[fluorescence artefact?]	-5	-1
CCCn1c(=O)c(-c2ccccc2)c(O)c2ccccc21	-10	5	-10	-10	-13	-37	-3	10	x
CCCCCSc1nnc(C)c(=O)[nH]1	1	9	-4	-6	16	-18	0	2	0.44
COc1cccc(NC(=O)CCC(=O)NCc2ccco2)c1	-8	-6	-17	0	-15	-14[20 µM]	6	8[fluorescence artefact?]	-0.41
CC(=O)c1ccc(N2CCN(Cc3nc(Cc4ccccc4)no3)CC2)cc1	0	2	-2	-13	-2	-6	1	-6	-1.1
Cc1ccc(NC(=O)c2ccc(C(C)(C)C)cc2)cc1[N+](=O)[O-]	-9	-3	-15	-5	-8	-9	4	-13[fluorescence artefact?]	0.21
COc1ccc(-c2cc(C3CCN(Cc4ccc([N+](=O)[O-])cc4)CC3)[nH]n2)cc1	13	-4	-1	-13	-11	-20	0	-2	x

Assay outcomes deposited in PubChem BioAssay by several laboratories.
